# Pf Dd2 inh: blocks in vitro growth of P. falciparum Dd2; Potency, µM (doses to about 28.9 µM), inactives show at the top dose activity, negative = inhibition, hits mostly inhibitors; 120,000 compounds, 4.3% hits; AID 1347417; P. falciparum Dd2 growth, SYBR Green, 72 h; active means well fitted inhibition curve with a large enough effect; inconclusive means small, poorly fitted or top-dose-only effect; inactive means no such curve, though single readings can be large or run the other way;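 further: plate controls were DMSO vehicle for no effect and reference drug for full effect; nearly all actives have a fitted effect of over 65% in size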
#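 Infected erythrocytes (Dd2, 0.3% parasitemia, 2.5% hematocrit final) are added to compound in RPMI-1640/Albumax II medium, grown 72 h at 37C in low oxygen, then lysed with saponin/Triton-X containing SYBR Green and read by fluorescence.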
# Active calls of the source: *; i = inactive; ? = inconclusive; [ ] = dose if it differs, or a comment. Potency means the concentration at half of the fitted maximal effect. These rows are one share of the data (hit frequency here may not be typical).
SMILES,Pf Dd2 inh
CCc1nn2c(=O)cc(COC(=O)c3ccccc3NC(=O)COc3ccccc3C)nc2s1,3%
COCCN(C)C(=O)C(C)(C)Oc1nn(Cc2cccnc2)c2ccc(COC)cc12,16%[44.1 µM]
O=C(NC[C@H]1O[C@@H](Cc2nc(-c3ccc(OC(F)(F)F)cc3)no2)[C@H](O)[C@@H]1O)C1CC1,7%
Cc1cccc(CN2CCNc3cnc(Oc4ccccc4)cc3C2)c1,-1%[44.1 µM]
Cn1c([C@H]2CCN(S(=O)(=O)c3cccc4cccnc34)C2)nc2ccccc21,-7%[44.1 µM]
Cc1ccc(CNC(=O)C2CCN(c3cn[nH]c(=O)c3)C2)o1 (stereo unspecified),-4%
CC(=O)Nc1ccc(C(=O)CSc2nnc3cc(C)c4ccccc4n23)cc1,58%[0.594 µM]
O=C(Nc1ccccc1)N[C@H]1CO[C@H]2[C@@H]1OC[C@@H]2Nc1nccc(C2CCCC2)n1,12%[44.1 µM]
COCCCNC(=O)c1cc2c(=O)n3cccc(C)c3nc2s1,-14%
O=C(O)CCCC(=O)N1C[C@@H]2C[C@H](C1)c1ccc(-c3ccc(Cl)cc3)c(=O)n1C2,19%[44.1 µM]
COc1ccc(NC(=O)CSc2nc3nc(C)c(Cc4ccccc4Cl)c(C)n3n2)cc1OC,6%
CCN(CC)S(=O)(=O)c1nnc(NC(=O)c2ccc(C(C)C)cc2)s1,-9%
COCC(=O)N1CCc2nc(-c3ccc(Cl)cc3)nc(-c3ccccc3)c2C1,1%
C[S+](=O)([O-])N1Cc2ccccc2CC2(CCN(Cc3cccnc3)C2)C1 (stereo unspecified),?
COc1ccc(NC(=O)c2c(C)oc3ccc(O)c(CN4CCN(Cc5ccccc5)CC4)c23)cc1Cl,?
CNc1nc(N2CC[C@H](N3CCN(C)CC3)[C@H](CCC(=O)O)C2)ncc1F,5%
CCC(C)NC(=O)C(NC(=O)c1ccccc1)C1CCN(C(=O)c2ccc(Cl)cc2)CC1 (stereo unspecified),i
CC(C)N(C(=O)c1ccccc1-c1ccc(CS(C)(=O)=O)cn1)C(C)C,-12%
CN(C)C(=O)[C@@H]1CN(Cc2cc(F)c(F)cc2F)C[C@H]1CO,-3%
COc1cc(C2SC[C@H]3C(=O)N(c4ccccc4)C(=O)N23)cc(OC)c1OC (stereo partly specified),?
COc1cccc(CNC(=O)N2c3ccccc3CC2c2nc(C3CC3)no2)c1 (stereo unspecified),21%[5.79 µM]
O=C(Nc1ccccc1)c1nc2c(o1)CCN(Cc1ccccc1)CC2,i
CCC(Cc1ccccc1)NC(=O)c1cccc(Nc2nc3ccccc3nc2-n2nc(C)cc2C)c1 (stereo unspecified),5%
c1ccc(COc2ccc(CN3CCN(C4CCNC4)CC3)cc2)cc1 (stereo unspecified),8.9µM*
COc1ccc(CN[C@H]2CC(C)(C)[C@@H]3C[C@@](C)(O)CC[C@]23CCC(=O)NCc2ccco2)cc1,i

# Remaining list, next part:
SMILES,Pf Dd2 inh
Cc1c(C(=O)Nc2ccc(Br)cc2F)oc2ccc(S(=O)(=O)N3CCCCC3)cc12,26%
Cc1ccc(Nc2ccc(N3CCN(C(=O)c4ccc([N+](=O)[O-])cc4Cl)CC3)nn2)cc1,?
O=C(C1CCC1)N1CCC(Cc2nc(-c3cccnc3)n[nH]2)C1 (stereo unspecified),i
Cc1ccc([S+](=O)([O-])c2nnn3c2nc(NC2CC2)c2ccccc23)cc1C,-20%
CCC[C@H]1CN(CCCOc2ccc(C(N)=O)cc2)C[C@@H]1NC(C)=O,2%
COc1cc(-c2n[nH]c(=O)n2CCC(=O)O)ccc1O,-2%
COCCOC1CCOC2(CCN(C(=O)Cc3ccsc3)CC2)C1 (stereo unspecified),i
COc1cccc(CNC(=O)Cn2nc(C)n3c(cc4cc(C)ccc43)c2=O)c1OC,39%[activator]
CC[C@H]1CN2CC[C@H]1C[C@@H]2CNC(=O)Nc1cccc(C#N)c1,i
Cc1ccc(N(CC(=O)N[C@H]2CC[C@H]2N)S(C)(=O)=O)cc1,-1%
COc1ccccc1CCC(=O)N1CCN(c2cc(-c3cccs3)[nH]n2)CC1,i
CCOC(=O)c1ccc(NC(=O)c2cn(-c3ccccc3)nc2-c2ccc(Br)cc2)cc1,1%
Cc1ccccc1NC(=O)N1CCc2c(c3cc(F)ccc3n2C)C1,i
O=[S+]([O-])(Nc1ccccc1)c1ccc2c(c1)OCCN(Cc1ccsc1)C2,-4%[44.1 µM]
CCOc1cccc2cc(-c3cn4c(n3)sc3cc(C)ccc34)c(=O)oc12,51%[activator]
O=C(O)c1ccccc1C(=O)N[C@H]1CO[C@H]2[C@@H]1OC[C@@H]2n1nnnc1Oc1cccc(N2CCOCC2)c1,-2%
O=C(NC1CCCC1)C1CCc2ncc(-c3ccc(F)cc3)n2C1 (stereo unspecified),i
O=C1CC(c2ccccc2)N(Cc2ccc3[nH]ccc3c2)CCCCCN1 (stereo unspecified),7.9µM*
Cc1cnccc1N1CCCN(C(=O)C2CC3(CCNCC3)CN2)CC1 (stereo unspecified),-2%
COc1ccc(-n2cc(CN3CCCN(C)CC3)c(-c3cccc(F)c3)n2)cc1,?
COc1ccc(Oc2c(C(F)(F)F)oc3c(CN4CCCC(C)C4)c(O)ccc3c2=O)cc1 (stereo unspecified),?
O=C1CO[C@H]2CCN(Cc3ccccc3Cl)CC[C@@H]2N1CCc1cccnc1,i
O=C(CC1CCCC1)N1CCCCCC1c1nnc(-c2ccccc2)o1 (stereo unspecified),?
O=C(C1CCCC1)N1CCC(Oc2cccc(F)c2)C1 (stereo unspecified),?
O=C1Nc2ccccc2CC12CCCN2CC1CCCCC1 (stereo unspecified),7.1µM*

# Next section.
SMILES,Pf Dd2 inh
O=C(c1ccncc1)N1CC[C@H](c2nnc(-c3ccncc3)o2)C1,i
CSCC(=O)N1CCC2(CCN(Cc3cccc(F)c3)CC2)C(CO)C1 (stereo unspecified),12%
CCOC(=O)CCNC(=O)N1[C@H]2CC[C@@H]1c1cnc(C)nc1C2,25%
COc1cc(-c2ccnc3ncnn23)cc(OC)c1OC,-6%
O=C(Nc1ccc(Cl)cc1)N1CCn2c(nnc2-c2ccccc2)C1,-22%
O=C(C1CC1)N1CCOc2ccc(CN3CCCC3)cc2C1,?
CN(C(=O)CSc1nc2ccc(NC(=O)c3ccccc3F)cc2s1)c1ccccc1,-24%
Cc1ccc(-c2nc(C(=O)N3CCN(c4ccccc4C)CC3)no2)cc1,37%[activator]
CNC(=O)[C@H]1C[C@H](Oc2ccccc2)CN1C(=O)Cc1ccccc1F,12%
COc1ccc(CC(=O)NCC(c2cccs2)S(=O)(=O)c2ccc(C)cc2)cc1 (stereo unspecified),11%
Cc1ccc(C)c(-n2nc(-c3c(C)nc4scc(CC(=O)N5CCOCC5)n4c3=O)cc2C)c1,i
O=C(CCC[C@H]1NC[C@@H]2C[C@H]1CN(Cc1ccccc1)C2)N1CCN(C2CCCCC2)CC1,?
Cc1cc(C)nc(N2CCN(C(=O)C3CCN(CC(N)=O)CC3)CC2)n1,-10%
CCCCn1c(=N)n(CCOc2ccccc2OC)c2ccccc21,?
CN1Cc2cccn2CC1CNC(=O)Cc1cccc(F)c1 (stereo unspecified),-25%
Cc1nc(CN2C[C@H](C(=O)NCc3cccc(Cl)c3)C[C@@H]2c2ccc(F)cc2)cs1,?
CN(CC1CCOCC1)C(=O)Nc1ccccc1C(F)(F)F,7%
O=C([C@@H]1CCCN1C(=O)Cn1ccc2ccccc2c1=O)N1CCOCC1,16%
O=C(Cc1ccccc1)N1CCn2c(nnc2[C@@H]2C[C@@H](O)CN2Cc2ccccc2)C1,11%
COCCN1CC2(CCCN(C(=O)NCCc3cccs3)C2)CCC1=O (stereo unspecified),9%
CC1CCN(CC2CCCNCC2)CC1 (stereo unspecified),15%
CC(C)(C)c1cc(C(C)(C)C)c2oc(=O)c(-c3nc4ccccc4[nH]3)cc2c1,?
CN1CC(=O)N(c2ccccc2F)Cc2c(NCc3ccccc3)ncnc21,3%
COCCN1C[C@H]2CN(CC3CC3)CCN2C1=O,-7%[44.1 µM]
Cc1cnn(CCC(=O)N2CCCC(c3nnc(Cn4ccnc4)n3C)C2)c1 (stereo unspecified),-2%

# Part of the list above in order of length of the SMILES, highest first:
SMILES,Pf Dd2 inh
Cc1ccc(CNC(=O)C2CCN(c3cn[nH]c(=O)c3)C2)o1 (stereo unspecified),-4%
O=C(NC1CCCC1)C1CCc2ncc(-c3ccc(F)cc3)n2C1 (stereo unspecified),i
O=C1Nc2ccccc2CC12CCCN2CC1CCCCC1 (stereo unspecified),7.1µM*

# Continuation.
SMILES,Pf Dd2 inh
O=C(Cn1c(=O)c2ccccc2n(CC(=O)Nc2ccccc2F)c1=O)NCCc1ccccc1,-11%
Cc1ccc2ccccc2c1CN1CCC2(CCCO2)CCC1=O (stereo unspecified),-12%
OCC1(CN2CCCC2)CCN(Cc2ccc(Cl)c(F)c2)CC1,?
Cn1cnc(S(=O)(=O)N2CCC3(CC2)N(CC2CC2)C(=O)CS3=O)c1 (stereo unspecified),18%
CCCNC(=O)N(C1CCOCC1)C1CCN(C(=O)c2ccc(CC)cc2)CC1,-17%
Cc1ccc(Cn2c(-c3ccccc3)nc3ccccc32)cc1,1%
O=C(CCNc1cnc2cnccn12)NCc1ccc(F)c(Cl)c1,?
CN1CCC(NC[C@H]2O[C@@H]3C[C@@H](CC(=O)N4CCOCC4)O[C@@H]3[C@@H]2O)CC1,-7%[44.1 µM]
COc1cccc(CNC(=O)C2CN(c3ccc(F)cc3)C(=O)N2)c1 (stereo unspecified),i
Cc1cc2nc(-c3ccc(NC(=O)c4cc5ccccc5o4)cc3)oc2cc1C,7%
CCc1noc(CC2CCOC3(CCN(S(=O)(=O)c4ccc(C(C)C)cc4)CC3)C2)n1 (stereo unspecified),?
CO[C@H]1C(=O)N(C(C)C)[C@H]1C1CCN(S(=O)(=O)c2cccnc2)CC1,-21%
O=C1COc2ccc(-c3cn[nH]c3)nc2CN1Cc1ccc(C(F)(F)F)cc1,i
Cc1ccc(S(=O)(=O)N(CC(O)Cn2c3ccccc3c3ccccc32)c2cccc(C(=O)N(C)C)c2)cc1 (stereo unspecified),8.9µM*
CN(CC[C@H]1CN(C(=O)NC2CCCCC2)CC[C@H]1CC(=O)O)c1ccccc1,i
CN(Cc1nc(-c2ccccc2)no1)C(=O)c1cccc(C2CCNC2)c1 (stereo unspecified),?
c1ccc(CNC[C@H]2Cn3cc(-c4ccccc4)nc3CO2)cc1,?
CN(c1ccccc1)S(=O)(=O)c1nnc(NC(=O)c2cccs2)s1,-8%
c1ccc(CN2CCNc3cc(-c4ccoc4)ncc3C2)cc1,i
Cc1ccc2cc(CN3CCC4(CC3)CC(O)CCO4)c(=O)[nH]c2c1 (stereo unspecified),4%
CCSc1nnc2n(-c3cccc(C)c3)c(=O)c3c4c(sc3n12)CCCC4,?
Cc1nc([C@H]2CCN(Cc3ccc(F)c(F)c3)C[C@H]2NC(=O)C2CC2)n[nH]1,-20%
CC1=C[C@@H](CNCc2ccccc2)[C@H](C(C)C)C[C@H]1Cc1nc2c(C)cccc2[nH]1,3.5µM*
CC(C)(C)c1nc(CN2CCC3(CC2)C(=O)Nc2ccccc23)no1,-46%
CCOC(=O)C1(Cc2ccccc2C)CCCN(Cc2cnc(C)s2)C1 (stereo unspecified),11µM*

# The list continues.
SMILES,Pf Dd2 inh
COc1cc(/C=C(/C#N)c2nc(-c3cc4ccccc4oc3=O)cs2)ccc1O,16%
CC(C)NC(=O)N1CCC2(CC1)CC(N(C)Cc1ccccc1)CCO2 (stereo unspecified),-23%
Cc1cc(NC(=O)Nc2nnc(N(C)C3CCCCC3)s2)ccc1Br,-23%[5.79 µM]
CCn1c(=N)c(C(=O)NCc2cccnc2)cc2c(=O)n3cc(C)ccc3nc21,-16%
Nc1nc(CCCNC(=O)c2cn(C3CCC(N)CC3)nn2)cs1 (stereo unspecified),6%
Cc1nc(NCCn2nc(-c3ccccc3)ccc2=O)cc(C2CC(O)C2)n1 (stereo unspecified),-29%
CCOc1ccc(NC(=O)c2ccc(Cn3ccn4nc5c(c4c3=O)CCCC5)cc2)cc1,i
CC(C)CN(C1CCOCC1)C1CN(S(=O)(=O)c2ccc(F)cc2)C1,-13%
Cc1ccc(C(=O)NC2CCN(c3ccc(F)cc3)C2=O)s1 (stereo unspecified),-18%
CC(=O)c1sc2c(c1C)c(=O)n(-c1ccc(Cl)cc1)c(=O)n2Cc1cc(=O)n2cc(Cl)ccc2n1,1.3µM*

# An excerpt from above in order of SMILES length, largest number first.
SMILES,Pf Dd2 inh
CC(=O)c1sc2c(c1C)c(=O)n(-c1ccc(Cl)cc1)c(=O)n2Cc1cc(=O)n2cc(Cl)ccc2n1,1.3µM*
CC1=C[C@@H](CNCc2ccccc2)[C@H](C(C)C)C[C@H]1Cc1nc2c(C)cccc2[nH]1,3.5µM*
Cc1nc([C@H]2CCN(Cc3ccc(F)c(F)c3)C[C@H]2NC(=O)C2CC2)n[nH]1,-20%
CCOc1ccc(NC(=O)c2ccc(Cn3ccn4nc5c(c4c3=O)CCCC5)cc2)cc1,i
CCn1c(=N)c(C(=O)NCc2cccnc2)cc2c(=O)n3cc(C)ccc3nc21,-16%
COc1cc(/C=C(/C#N)c2nc(-c3cc4ccccc4oc3=O)cs2)ccc1O,16%
CCSc1nnc2n(-c3cccc(C)c3)c(=O)c3c4c(sc3n12)CCCC4,?
Cc1nc(NCCn2nc(-c3ccccc3)ccc2=O)cc(C2CC(O)C2)n1 (stereo unspecified),-29%
CC(C)CN(C1CCOCC1)C1CN(S(=O)(=O)c2ccc(F)cc2)C1,-13%
CC(C)NC(=O)N1CCC2(CC1)CC(N(C)Cc1ccccc1)CCO2 (stereo unspecified),-23%
CCOC(=O)C1(Cc2ccccc2C)CCCN(Cc2cnc(C)s2)C1 (stereo unspecified),11µM*
Nc1nc(CCCNC(=O)c2cn(C3CCC(N)CC3)nn2)cs1 (stereo unspecified),6%
Cc1ccc(C(=O)NC2CCN(c3ccc(F)cc3)C2=O)s1 (stereo unspecified),-18%
c1ccc(CN2CCNc3cc(-c4ccoc4)ncc3C2)cc1,i
